TRPV1 ag: activates the human vanilloid receptor TRPV1 | Q8NER1 | TRPV1-expressing cells, Fluo-8 calcium influx, agonist mode | activation, % at 8.33 µM | hit rate 0.19% among 320,000 | AID 540275; in the data active = activation above about 80%; inconclusive = between about 30% and that limit; also: 0% is about no effect
Target sequence (Q8NER1 whole entry, looked up): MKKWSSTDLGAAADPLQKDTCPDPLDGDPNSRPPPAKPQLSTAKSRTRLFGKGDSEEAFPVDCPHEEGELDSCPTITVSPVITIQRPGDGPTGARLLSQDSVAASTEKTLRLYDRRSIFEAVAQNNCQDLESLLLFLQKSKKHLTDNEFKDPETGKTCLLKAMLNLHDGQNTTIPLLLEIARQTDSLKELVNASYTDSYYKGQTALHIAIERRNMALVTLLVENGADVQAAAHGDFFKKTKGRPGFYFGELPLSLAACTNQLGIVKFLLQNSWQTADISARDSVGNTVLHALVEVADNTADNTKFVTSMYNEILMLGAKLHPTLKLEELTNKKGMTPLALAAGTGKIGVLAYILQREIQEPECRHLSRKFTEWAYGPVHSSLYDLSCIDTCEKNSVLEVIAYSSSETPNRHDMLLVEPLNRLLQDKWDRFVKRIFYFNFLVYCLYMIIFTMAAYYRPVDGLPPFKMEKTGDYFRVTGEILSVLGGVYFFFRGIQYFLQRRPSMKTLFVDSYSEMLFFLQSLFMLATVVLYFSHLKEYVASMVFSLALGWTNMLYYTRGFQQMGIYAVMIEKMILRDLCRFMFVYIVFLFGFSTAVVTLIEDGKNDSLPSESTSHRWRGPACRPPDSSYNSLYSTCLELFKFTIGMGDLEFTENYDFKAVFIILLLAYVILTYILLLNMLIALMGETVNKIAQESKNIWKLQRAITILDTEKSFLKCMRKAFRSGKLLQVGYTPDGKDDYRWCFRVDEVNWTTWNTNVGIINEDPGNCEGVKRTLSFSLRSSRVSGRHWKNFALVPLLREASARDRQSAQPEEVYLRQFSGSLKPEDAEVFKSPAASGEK
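Cells expressing TRPV1 were dye-loaded with Fluo-8 and read kinetically: 10 s baseline, 3 min after compound (agonist portion), then 2 min after EC20 capsaicin (allosteric enhancer portion). Calcium-bound dye fluorescence at 480/520 nm.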
KCNH2 WT inh: inhibitors of human wildtype KCNH2 potassium channel | U2OS, BacMam KCNH2, thallium flux FluxOr; active compounds read low | AID 720551 | activity change, % at 1.84 µM | Q12809 | hit rate 0.37% among 340,000;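 active = maximum activity change below -70%; inconclusive = maximum activity change between -70% and -50%; inactive = maximum activity change above -50%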; also: % is scaled to controls: 0 for no effect and ±100 for the full control effect
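U2OS cells were transduced with wild-type KCNH2 virus (2.03 x 10^8 / mL) for 4 h at room temperature, then cultured overnight at 37 C. Thallium flux was read with FluxOr dye. Rate constants were normalized to DMSO controls.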
MLL CXXC-DNA inh: MLL CXXC-DNA interaction inhibition | MLL-CXXC / FITC-HOXA9 DNA fluorescence polarization | Potency, µM (top dose mostly 115 µM), inactives show at the top dose activity change, negative = inhibition, most hits filed as inhibitors | hit rate 0.037% among 290,000; active = well fitted inhibition curve with a large enough effect in the polarisation, with a control signal flat, not every such curve was filed as active; inconclusive = small, poorly fitted or top-dose-only effect, or effect the other way, or a change in a side signal; inactive = no such curve, though single readings can be large or run the other way; the % refers to the polarisation; also: potency is read from the fitted curve at half-maximal effect
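Purified MLL-CXXC (added from a 7 uM solution) was preincubated 5 min at ambient with pinned compounds in 50 mM Tris-HCl pH 7.5, 50 mM NaCl, 1 mM DTT, 0.05% BSA. Fluorescein-labeled HOX-A9 DNA (50 nM solution) followed, 30 min, then polarization read.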
USP2a block: inhibitors of human ubiquitin-specific protease USP2a; USP2 core, Ub-CHOP2 coupled fluorogenic reporter, 485/531; Potency, µM (highest dose often 38.3 µM), for the others: at the highest dose activity change, negative = inhibition, usual class: inhibitors; hit rate 0.01% among 330,000; AID 463254;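 also: potency is read from the fitted curve at half-maximal effect; plate controls were DMSO wells for no effect and full inhibition by NEM control for full effect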
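Cell-free coupled assay: 10nM USP2 core preincubated 30min RT with compound in Tris-HCl pH 8.0/CaCl2/CHAPS buffer, then 25nM Ub-CHOP2 and 25nM reporter substrate; fluorescence (Ex 485/Em 531) read after 60min RT, normalized to NEM inhibition, concentration-response curves fitted.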
Menin MLL FP TR: inhibitors of human menin-MLL interaction, mutant MLL peptide | Potency, µM (series often up to 61.6 µM), for inactives: top-dose FP activity change, negative = inhibition, most hits filed as inhibitors | Menin + Texas Red MLL mutant peptide, fluorescence polarization | hit rate 0.23% among 270,000 | O00255 | AID 1768; active = well fitted inhibition curve with a large enough effect in the polarisation, with a control signal flat, not every such curve was filed as active; inconclusive = small, poorly fitted or top-dose-only effect, or effect the other way, or a change in a side signal; inactive = no such curve, though single readings can be large or run the other way; the % refers to the polarisation; also: potency is read from the fitted curve at half-maximal effect; % of control where 0% means no effect; many of its hits are not listed in these tables
PKM2 activator: PKM2 (human) enzyme activation | P14618 | purified PKM2, Kinase-Glo ATP luminescence, activation; response scale: 0% is enzyme alone, no compound | Potency, µM (highest dose often 57.5 µM), inactives show top-dose activation, usual class: activators | hit rate 0.34% among 260,000 | AID 1631; also: potency is read from the fitted curve at half-maximal effect; % is scaled to controls: 0 for no effect and ±100 for the full control effect; nearly all actives have a fitted effect of over 55% in size
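Purified hPK-M2 (>95%) run at intermediate activity with 0.1 mM ADP and 0.5 mM PEP in 50 mM imidazole pH 7.2, KCl, MgCl2; 1 h room temperature. ATP formed read by Kinase-Glo luminescence; normalized to uninhibited and no-enzyme controls.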
Coupling enz: inhibits coupling enzyme system, counter-screen for aldolase hits; hit rate 0.67% among 290,000; AID 2472; activity change, negative = inhibition, % at 58.2 µM, hits read low; coupling enzyme system counterscreen, AmpLite Red fluorescence; in the data active = activity change below about -30%; also: % is scaled to controls: 0 for no effect and ±100 for the full control effect
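First, compound is pin-transferred into glyceraldehyde-3-phosphate coupling-enzyme reagent at 57.5 uM final and held 10 min at RT. Next, substrate, coupling system and AmpLite Red are added. After 20 min RT, fluorescence (525/598 nm) is read.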
GALK inhibitor: galactokinase (human) inhibition; P51570; Purified GALK, Kinase-Glo residual ATP luminescence; Potency, µM (series often up to 57.5 µM), inactives show at the top dose activity change, negative = inhibition, actives largely listed as inhibitors; hit rate 0.007% among 270,000; AID 1868; also: potency is read from the fitted curve at half-maximal effect; % is scaled to controls: 0 for no effect and ±100 for the full control effect
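Galactose (100 uM) and ATP (35 uM) were turned over by 5 nM GALK for 1 h at RT. Kinase-Glo Plus then converted the remaining ATP into a luminescent signal.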
B2AR arrestin: recruits beta-arrestin to the human beta2-adrenergic receptor; P07550; beta-arrestin recruitment to beta2AR, cell-based reporter; Potency, µM (series often up to 46.1 µM), for the others: at the highest dose activation, actives largely listed as activators; hit rate 0.02% among 330,000; AID 492947;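 also: potency is read from the fitted curve at half-maximal effect; 0% = DMSO controls and full agonism = EC100 isoproterenol or metaproterenol; nearly all actives have a fitted effect of over 65% in size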
KCNH2 3.1 inh: KCNH2 3.1 (human) potassium channel inhibition; hit rate 0.95% among 340,000; activity change, % (tested at about 1.8 µM); U2OS KCNH2 3.1, thallium flux FluxOr; active compounds read low; AID 720553;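 active = maximum activity change below -70%; inconclusive = maximum activity change from -70% to -50%; inactive = maximum activity change above -50%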;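 also: thallium influx rate constant from kinetic fluorescence after stimulation buffer; % is scaled to controls: 0 for no effect and ±100 for the full control effect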
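Steps: virus added to U2OS suspension (4 h, RT, dark); medium with 10% FBS added, cells plated, 37 C overnight; FluxOr/Red40 loading buffer 45 min RT; stimulation buffer, 2 min kinetic read; rate constant normalized.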
Giardia kill: Giardia lamblia killing. Giardia lamblia trophozoite viability. activity change, % at 7.66 µM, hits read low. hit rate 0.15% among 340,000. AID 540267; in the data active = activity change below about -80%; inconclusive = between about -30% and that limit;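 also: parasites exposed to compound for two days anaerobically before the ATP read; % is scaled to controls: 0 for no effect and ±100 for the full control effect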
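Each well holds 100 Giardia trophozoites and compound. After two days (48 hrs) at 37 deg C in anaerobic conditions, ATP is quantified by luminescence.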
Active calls of the source: *; ? = inconclusive; . = not tested or not shown; [ ] = another dose, or the depositor's remark. Unless noted, calls follow the shape of the dose curve; as a rule, active = well fitted curve in the direction sought with a large enough effect; inconclusive = small, poorly fitted or top-dose-only effect, or another doubt; inactive = no such curve, though single readings can be large; an effect the other way counts as inactive or inconclusive. The list is partial; rates above refer to the full screens.

SMILES	TRPV1 ag	KCNH2 WT inh	MLL CXXC-DNA inh	USP2a block	Menin MLL FP TR	PKM2 activator	Coupling enz	GALK inhibitor	B2AR arrestin	KCNH2 3.1 inh	Giardia kill
Cc1cc(C)n2nc(C(=O)OCC(=O)N(C)C3CCCCC3)nc2n1	-4	-9	.	4%	.	.	.	.	0.5%	11	20
O=C1Cc2cc(S(=O)(=O)NCc3ccccc3Cl)cc3c2N1CCC3	5	-7	-1%	0%	.	.	.	-6%	0.3%	-10	?
CC(C)N(Cc1nc(-c2ccccc2)no1)C(=O)c1ccc2c(c1)OCO2	-3	-1	-3%	1%	-6%	4%	-1	1%	0.1%	5	-6
Cc1ccc(S(=O)(=O)NCC2CCC(C(=O)N3CCN(C)CC3)CC2)cc1 (stereo not given)	1	5	19%	0%	.	.	.	1%	3.2%	11	-5
O=C1C=C(N2CCCCCC2)C2(CCCCC2)O1	3	3	32%[activator]	1%	-6%	-2%	-1	0%	0.0%	-5	-5
CCCCc1cc(=O)oc2c(C)c(OCC(=O)N3CCC(C(N)=O)CC3)ccc12	9	-2	-5%	1%	-21%	1%	0	.	0.0%	5	20
Cc1n[nH]c(=S)n1/N=C/c1ccccc1OCc1ccc(Cl)cc1	5	2	10%	-2%	?	4%	-6	3%	0.3%	-25	-22
Cc1cccc(NC(=O)c2onc3c2CCCC3)c1C	0	-5	-1%	-2%	2%	-9%	3	0%	0.2%	6	-8
CCn1cc(C(=O)NCc2cccnc2)c(=O)c2cc(F)c(N3CCN(C(=O)c4ccco4)CC3)cc21	4	-1	36%[activator]	1%	?	-4%	-1	-4%	0.3%	1	-9
COc1cc(/C=C2\N=C(c3ccccc3)NNC2=O)cc(OC)c1OC	3	1	-6%	-2%	.	6%	0	1%	0.2%	3	5
COc1ccc(S(=O)(=O)N(C(=O)c2ccncc2)c2ccc(OC(=O)c3ccncc3)cc2)cc1	0	13	15%	-1%	-16%	3%	-1	-2%	-0.2%	15	11
COC(=O)CC1COc2ccccc2N1S(=O)(=O)c1ccc(OC)cc1 (stereo not given)	0	-5	3%	0%	4%	.	0	-1%	0.3%	0	7
Cc1cccn2c(=O)c(/C=N/O)c(NCc3ccccc3)nc12	-1	1	6%	0%	.	6%	1	3%	0.0%	-3	-16
O=C(CN(Cc1ccccc1)S(=O)(=O)c1ccccc1)N1CCOCC1	10	0	5%	-1%	-1%	0%	1	-2%	-0.4%	-12	-6
CS(=O)(=O)N(CC(=O)NCc1ccco1)c1cc(C(F)(F)F)ccc1Cl	1	-15	6%	2%	1%	0%	2	7%	-1.0%	0	-12
COC(=O)c1sccc1NC(=O)CCC1CCCC1	19	21	5%	2%	?	0%	0	-1%	-0.1%	-3	-7
Cc1cc(N2C(=O)C3CC=CCC3C2=O)cc(C)c1Br (stereo not given)	0	6	4%	1%	-1%	0%	2	2%	0.2%	-13	4
Cc1ccc(C2(c3ccc(C)cc3)NC(=O)N(Cc3c(C)noc3C)C2=O)cc1	-3	-6	8%	-1%	-20%	-1%	3	1%	-0.1%	-9	-1
Cc1c(OC(C)C(=O)NCC2CCC(C(=O)O)CC2)ccc2c(-c3ccccc3)cc(=O)oc12 (stereo not given)	-3	1	-2%	-2%	-12%	-1%	0	.	0.1%	-6	8
O=C(CCN1C(=O)c2ccccc2C1=O)C1=NN[C@@H]2C(=O)N(c3ccc(F)cc3)C(=O)[C@H]12	-4	-4	-12%	2%	-23%	3%	4	0%	-2.0%	-33	8
Cc1ccsc1C(=O)NNC(=O)c1cccc(S(=O)(=O)N2CCCC2)c1	-1	0	.	1%	.	.	.	.	0.0%	-11	11
Cc1ccc(CNC(=O)Cn2cnc3c(NCc4ccccc4)ncnc32)o1	.	-4	.	3%	.	.	.	.	0.0%	3	-8
Cc1csc(NC(=O)NCC2CCCC(CNC(=O)Nc3nc(C)cs3)C2)n1 (stereo not given)	0	-10	-2%	1%	21%	.	-1	4%	2.6%	22	-9
O=C(O)C1CCCCN1C(=O)c1ccc(S(=O)(=O)N2CCCCCC2)cc1 (stereo not given)	-5	15	.	-1%	.	.	.	.	-0.2%	0	-2
COc1cc(/C(C)=N\NC(=O)CSc2nc3ccccc3n2C)ccc1O	1	-2	3%	2%	.	6%	1	4%	0.5%	0	-19
Cc1cc(C)cc(C(=O)NC2CC(C)(C)NC(C)(C)C2)c1	2	-6	-3%	2%	-14%	12%[11.5 µM]	5	-1%	0.3%	7	29
NC(=O)Cn1c(=O)n(CCC(=O)NCCSCc2ccccc2)c(=O)c2ccccc21	-7	8	6%	1%	-6%	1%	2	10%	0.2%	3	1
NC(=O)Cn1cc(C(=O)c2cccs2)c2ccccc21	-2	-7	4%	0%	6%	1%	0	-1%	0.2%	1	13
O=C(NCC(c1ccco1)N1CCCC1)c1ccc(S(=O)(=O)Nc2ccccc2Cl)cc1 (stereo not given)	1	7	.	-1%	.	.	.	.	-2.3%	6	?
O=C(O)COc1ccc(F)cc1Br	-3	-4	0%	1%	.	?	1	2%	-0.1%	1	-11
COc1ccc(CNC(=O)Cn2cnc3c(NCc4ccccc4)ncnc32)cc1	.	-10	.	0%	.	.	.	.	-0.2%	-3	0
CCOC(=O)C1CCN(C(=O)COc2ccc(Br)cc2C)CC1	24	-2	21%	3%	?	2%	-1	-1%	0.2%	16	0
Cc1ccc(N2CC(C(=O)NC(C)CCc3ccccc3)CC2=O)cc1 (stereo not given)	6	6	1%	0%	0%	-2%	5	2%	-0.6%	-5	14
CCC(C)[C@H](NC(=O)NCc1cccs1)C(=O)OC (stereo not given in full)	0	7	-11%	-1%	-2%	-7%	1	0%	-0.5%	-15	14
O=S(=O)(c1ccc(NC(=S)NN=C(Cc2ccccc2)Cc2ccccc2)cc1)N1CCOCC1	11	7	-1%	-1%	?	-6%	-1	4%	-0.6%	-35	-27
CCC(=O)NNc1ncnc2c1cnn2C	5	-18	-5%	9%	16%	-1%	1	0%	-0.3%	-2	-3
O=[N+]([O-])c1ccc(N=Nc2ccc(O)cc2O)cc1	-3	9	6%	0%	?	-11%	3	3%	0.1%	-9	-17
CC(=O)N/N=C/c1ccccc1OCCOc1cccc(C)c1	-1	-30	8%	1%	2%	-4%	0	-3%	0.5%	-2	-28
N=C(N)c1ccc(N)cc1	0	-16	-7%	0%	6%	.	.	.	-0.2%	3	7
Cc1c(NC(=O)COC(=O)c2ccc(O)cc2)c(=O)n(-c2ccccc2)n1C	-1	9	.	-1%	.	.	.	.	0.0%	25	24
C/C(=N/Nc1ncc(C(F)(F)F)cc1Cl)c1ccncc1	9	9	-4%	3%	-21%	25%	2	1%	-0.5%	2	-14
COc1ccc(Br)cc1C(=O)NC(=S)Nc1ccc2[nH]c(=O)[nH]c2c1	1	7	1%	5%	?	.	3	3%	-0.8%	-7	-4
C=CCN(c1ccccc1)S(=O)(=O)c1cccc(C(=O)Nc2cccc(C)n2)c1	?	-17	.	-1%	.	.	.	.	-0.2%	-21	13
COc1ccc(NC(=O)C2CCN(c3nc(C)nc4c3CCC4)CC2)cc1	1	0	7%	-1%	5%	1%	0	4%	-0.7%	-7	55[activator]
COc1cc(NC(=O)Cn2cnc3c(SC)nc(N)nc32)cc(OC)c1OC	.	-6	.	4%	.	.	.	.	5.7%	0	-5
Cc1cccc2nc(CSc3nncn3-c3ccccc3)cn12	-1	24	4%	1%	0%	-2%	-1	0%	-0.1%	4	4
CN(C)S(=O)(=O)c1ccc(C(=O)Nc2ccc3nc(N4CCOCC4)sc3c2)cc1	.	-12	.	-6%	.	.	.	.	0.0%	23	17
C=C(C)C1CC=C(C)/C(=N/NC(=O)COc2ccccc2Cl)C1 (stereo not given)	28	7	0%	1%	-1%	-3%	-3	2%	-0.7%	-5	2
CN1CCN(c2nc(-c3ccccc3)nc(-c3ccc(F)cc3)c2C#N)CC1	14	22	19%	-1%	5%	13%	0	-1%	-1.0%	-29	19
Cc1ccc(N=Nc2c(O)[nH]c3ccc(F)cc23)cc1	-1	1	?	?	.	8%	2	-1%	0.2%	-10	-7
CCOc1ccc(-c2c(C(=O)N/N=C/c3ccc(C)o3)nnn2-c2nonc2N)cc1	3	-13	15%	-2%	27%	1%	-5	8%	0.3%	2	-9
CC(=O)Nc1ccc(NC(=O)COC(=O)c2ccccc2SCC(=O)N2CCCC2)cc1	-2	15	.	-1%	.	.	.	.	-0.2%	1	-5
O=C1c2cccc3cccc(c23)C(=O)N1c1ccccc1Cl	5	-5	6%	1%	?	4%	0	0%	-1.8%	23	-15

Source: PubChem (National Center for Advancing Translational Sciences (NCATS))
